Screens: PubChem BioAssay, The Scripps Research Institute Molecular Screening Center
MITF primary: MITF inhibitors, primary screen, biochemical, AlphaScreen, human; AID 1259374, 2018; inhibition, % at 2.6 µM; AlphaScreen MITF homodimerization, bead proximity signal; 650,000 tested, 0.91% active; Microphthalmia-associated transcription factor (Homo sapiens), O75030; in the data active = inhibition above about 50%;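 also: 0% = vehicle wells with protein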
Target sequence (O75030 whole entry, looked up): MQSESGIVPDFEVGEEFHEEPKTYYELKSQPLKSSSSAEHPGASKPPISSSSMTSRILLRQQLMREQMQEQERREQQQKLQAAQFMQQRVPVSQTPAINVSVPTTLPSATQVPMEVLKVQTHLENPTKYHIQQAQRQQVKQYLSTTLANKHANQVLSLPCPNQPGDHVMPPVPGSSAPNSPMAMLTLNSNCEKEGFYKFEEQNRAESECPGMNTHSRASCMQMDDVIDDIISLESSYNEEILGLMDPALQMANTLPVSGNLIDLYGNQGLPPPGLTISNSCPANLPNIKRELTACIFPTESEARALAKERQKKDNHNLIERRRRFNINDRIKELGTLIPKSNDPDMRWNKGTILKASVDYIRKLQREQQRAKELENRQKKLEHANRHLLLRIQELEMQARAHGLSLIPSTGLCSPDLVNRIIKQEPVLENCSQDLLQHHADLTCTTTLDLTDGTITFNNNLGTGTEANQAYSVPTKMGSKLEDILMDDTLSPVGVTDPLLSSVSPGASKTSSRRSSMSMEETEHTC
FBW7 act: FBW7 E3 ligase activators, primary screen, biochemical, AlphaScreen, human | F-box/WD repeat-containing protein 7 (Homo sapiens), Q969H0 | AlphaScreen FBW7–phospho-cyclin E peptide binding, activator screen | normalized activity (activation), % at 26.1 µM | 650,000 tested, 0.13% active; in the data active = normalized activity above about 1.9%;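 also: purified mutant Fbw7 with reduced substrate affinity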
GPR151 activ: activators of human GPR151, primary screen, cell-based, PathHunter beta-arrestin, luminescence; G-protein coupled receptor 151 (Homo sapiens), Q8TDV0; activation, % at 11.2 µM; PathHunter beta-arrestin GPR151 cells; 650,000 tested, 1% active; in the data active = activation above about 4.9%;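 also: 0% = median of compound wells and 100% = cells with positive control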
Target sequence (Q8TDV0 whole entry, looked up): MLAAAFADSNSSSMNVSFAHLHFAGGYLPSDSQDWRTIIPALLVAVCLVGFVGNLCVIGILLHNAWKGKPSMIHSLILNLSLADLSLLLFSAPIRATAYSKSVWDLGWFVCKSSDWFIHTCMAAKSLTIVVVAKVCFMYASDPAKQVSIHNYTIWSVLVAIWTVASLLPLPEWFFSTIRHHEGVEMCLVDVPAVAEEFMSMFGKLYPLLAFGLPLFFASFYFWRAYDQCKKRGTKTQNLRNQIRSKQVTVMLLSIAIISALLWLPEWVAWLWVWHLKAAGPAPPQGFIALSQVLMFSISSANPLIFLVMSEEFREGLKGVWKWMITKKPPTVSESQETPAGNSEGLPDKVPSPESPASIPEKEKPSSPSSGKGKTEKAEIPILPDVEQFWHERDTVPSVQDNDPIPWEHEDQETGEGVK
TEAD-YAP inh: TEAD-YAP interaction inhibition, primary screen, TEAD-YAP interaction inhibitor project, luminescence, HEK-TIYL cells | TEAD-Gal4/YAP UAS-luciferase luminescence | inhibition, % at 9.12 µM | 640,000 tested, 1.4% active | AID 1259422, 2018; in the data active = inhibition above about 32%;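 also: 0% = median of test compound wells and 100% = reference inhibitor wells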
* hit, by the source's call. The order is random. About 3.4% of those tested had a hit in this group.

SMILES	MITF primary	FBW7 act	GPR151 activ	TEAD-YAP inh
COC(=O)c1ccc(C2/C(=C(\O)c3ccccc3)C(=O)C(=O)N2c2cc(C)on2)cc1 (configuration not stated)	12	0.4	-1.5	9
CN1CCN(CCC(=O)Nc2cccc(Br)c2)CC1	4	0.1	-2.6	5
O=c1/c(=C\c2ccc(O)c(Br)c2)sc2nc3ccccc3n12	-13	-0.1	-1.7	21
Cc1ccc(NCC(=O)N/N=C\c2cc3c(cc2Br)OCO3)cc1	16	0.1	0.0	-9
CC1CC(=O)C(C(=N)CC2CC(=O)NC(=O)C2)=C(O)C1 (configuration not stated)	-3	0.1	-0.8	2
CC(=O)N1CCSc2cc(S(=O)(=O)Nc3cccc(Cl)c3C)ccc21	2	-0.2	0.2	17
CC1C(=O)OC(c2ccc(F)cc2)C(C)(C)C1=O (configuration not stated)	-10	0.4	-0.4	-7
O=C(NCc1cccs1)Nc1ccccc1Cl	25	0.1	6.2*	-24
COc1ccc2nc(NC(=O)C3(S(=O)(=O)c4ccc(Cl)cc4)CC3)sc2c1	12	0.1	0.3	8
C/C(=N\NC(=O)c1ccccc1I)c1ccc(Br)cc1	19	0.0	3.5	-14
COc1ccc(OC)c(-c2nn(-c3ccccc3)cc2C(=O)O)c1	1	0.8	1.5	6
CC1=C(C(=O)OCc2ccccc2)C(c2ccc(O)cc2)C(C(=O)OCc2ccccc2)=C(C)N1	9	-0.1	0.3	7
Cc1csc(SCC(=O)N2CCC(CO)(Cc3ccccc3Cl)CC2)n1	7	0.0	0.1	-7
Cn1c(=O)c2c([nH]c(=O)n2Cc2c(F)cccc2Cl)n(C)c1=O	3	0.3	-0.5	5
O=C(c1ncn[nH]1)N1CCN(Cc2ccccc2)CC1	16	-0.3	-0.2	3

An excerpt of these results, with each value named:
COc1ccc(OC)c(-c2nn(-c3ccccc3)cc2C(=O)O)c1
- MITF primary: 1
- FBW7 act: 0.8
- GPR151 activ: 1.5
- TEAD-YAP inh: 6

Cn1c(=O)c2c([nH]c(=O)n2Cc2c(F)cccc2Cl)n(C)c1=O
- MITF primary: 3
- FBW7 act: 0.3
- GPR151 activ: -0.5
- TEAD-YAP inh: 5

CC1CC(=O)C(C(=N)CC2CC(=O)NC(=O)C2)=C(O)C1 (configuration not stated)
- MITF primary: -3
- FBW7 act: 0.1
- GPR151 activ: -0.8
- TEAD-YAP inh: 2

O=C(c1ncn[nH]1)N1CCN(Cc2ccccc2)CC1
- MITF primary: 16
- FBW7 act: -0.3
- GPR151 activ: -0.2
- TEAD-YAP inh: 3

The listing picks up; the 2 compounds before the break are reprinted first.
SMILES	MITF primary	FBW7 act	GPR151 activ	TEAD-YAP inh
Cn1c(=O)c2c([nH]c(=O)n2Cc2c(F)cccc2Cl)n(C)c1=O	3	0.3	-0.5	5
O=C(c1ncn[nH]1)N1CCN(Cc2ccccc2)CC1	16	-0.3	-0.2	3
Nc1ccccc1-c1nnn(CC(=O)Nc2ccc(F)c(Cl)c2)n1	0	0.1	0.5	-6
O=C(COc1ccc(Cl)cc1)N1CCCCC1	-8	0.1	-0.1	-30
CCOc1ccc(S(=O)(=O)N2CCN(c3ccc([N+](=O)[O-])cc3)CC2)c2cccnc12	4	-0.1	0.9	21
O=C(Nc1cccc(Cl)c1)c1ccc2c(=O)n(-c3ccccc3)c(SCc3cccc([N+](=O)[O-])c3)nc2c1	12	0.2	0.8	7
COc1ccc(NC(=O)Cn2cnc3c(cnn3-c3ccccc3C)c2=O)cc1OC	-1	0.0	-1.3	7
Cc1ccc(Cl)cc1NC(=S)N(CCN(C)C)Cc1cccs1	-5	-0.2	0.1	-2
COc1ccc(Cl)cc1C(=O)NNC(=O)CC(NC(N)=O)c1ccccc1Cl (configuration not stated)	15	0.5	0.8	-7
COc1ccc(NC(=O)/C(C#N)=C/c2ccc(OC)cc2OC)cc1	-23	0.2	-1.9	3
Cc1ccc2c(CNCc3ccccc3)c(C(=O)O)n(C)c2c1	3	0.0	0.8	-7
CC1(C)Cc2ccccc2/C(=C\C(=O)N2CCN(C(=O)/C=C3/NC(C)(C)Cc4ccccc43)CC2)N1	-4	0.0	0.8	-1
Cc1ccc(/C=C/C(=O)Nc2ncc(Cc3ccc(F)cc3)s2)o1	-6	-0.1	0.7	6
NC(=O)Cn1c(-c2ccncc2)nc2ccccc21	0	-0.1	3.2	2
Cc1cc(C)c(C)c(C(=O)COC(=O)c2cc(Br)ccc2O)c1C	-4	-0.1	1.0	1
CCCCOC(=O)CCc1c(C)nn(Cc2ccccc2)c1C	-9	-0.1	-1.2	-8
O=C(O)c1cc(NCc2cccc(Br)c2)ccc1N1CCOCC1	-7	-0.2	-0.8	3
CCN(CC)c1nc(NCc2ccccc2)nc(Nc2ccc(-n3ccnc3)cc2)n1	15	0.3	-0.6	-3
CC(OC(=O)c1ccc(S(C)(=O)=O)c([N+](=O)[O-])c1)C(=O)N1CCc2ccccc2C1 (configuration not stated)	23	0.0	-0.3	-1
Cc1cc(C(=O)OCC(=O)c2cc(C)n(-c3ccc(Cl)cc3)c2C)no1	44	0.0	0.3	8
COc1cccc2sc(Nc3nc(-c4cccnc4)cs3)nc12	6	0.0	0.2	39*
COc1cccc(CC(C2CCN(C(=O)CSC)CC2)N(C)Cc2ccccn2)c1 (configuration not stated)	52*	0.1	0.1	5
CCC(C)NC(=O)CCC(=O)N1CC(C)Sc2ccccc21 (configuration not stated)	5	0.2	-0.6	1
FC(F)(F)c1cccc(N2CCC(N=CN3CCCCC3)=N2)c1	22	-0.1	-0.7	-13
COc1ccccc1NC(=O)CN1CCc2ccccc2C1	16	0.1	-0.3	-5
CN(C)c1ccc(NC(=O)CSc2nc3ccccc3c(=O)n2CCC2=CCCCC2)cc1	14	0.0	0.6	-1
Brc1ccc2nc(-c3ccccc3)c(NCC3CCCO3)n2c1 (configuration not stated)	2	-0.4	0.3	-40
CCN(CC)C(=O)CSc1nc2ccccc2n1S(=O)(=O)c1ccccc1	19	0.8	-1.7	10
COc1cccc(C(=O)N2CCC(O)(c3cccnc3)CC2)c1	15	0.0	-0.2	-4
CCN(CC)C(=O)C1CCCN(c2ccc(-n3cc(CC(=O)Nc4ccc(Oc5ccccc5)cc4)c4ccccc43)nn2)C1 (configuration not stated)	-10	-0.1	0.3	11
N#CC1=C2SCC(O)(c3ccco3)N2C(=O)CC1c1ccc(F)cc1 (configuration not stated)	3	0.0	-1.5	43*
COc1cccc(CNC(=O)c2ccccc2C(=O)NC(CC(C)C)C(=O)NCc2cccc(OC)c2)c1 (configuration not stated)	1	-0.2	0.5	-2
Cc1ccc(S(=O)(=O)Nc2cc(Br)c(O)c(Br)c2Br)cc1	8	1.0	3.1	2
CC(=O)N(C)c1nnc(-c2ccc(F)cc2)s1	10	0.3	-4.1	-53
Cc1cccc(N2CSC3=C(C#N)C(c4ccc(C)o4)CC(=O)N3C2)c1 (configuration not stated)	19	0.2	0.5	-12
COc1cc(NC(=O)c2sc3ncn(CC(=O)N4CCC(C)CC4)c(=O)c3c2C)cc(OC)c1OC	-1	-0.1	-0.4	3
CCOC(=O)c1c(C)c(C(=O)Nc2ccc(C)c(C)c2)c(C)n1CC	7	0.2	-1.2	-14
O=c1c2c(nc3cc(-c4ccco4)[nH]n13)CCS2	89*	-0.2	-2.0	-29
CC1CC(=O)N(c2ccc(NCCc3c[nH]c4ccccc34)c([N+](=O)[O-])c2)C1=O (configuration not stated)	9	0.1	0.3	1
Cc1cc(C)nc(-n2cc3c(=O)[nH]c(=S)[nH]c3n2)n1	-1	0.0	1.4	1
CCC1CCCCN1C(=O)CSc1c(C)[nH]c2ccccc12 (configuration not stated)	18	0.3	-0.5	6
O=C(Cn1nnc(-c2ccccc2)n1)OC1CCOC1=O (configuration not stated)	10	0.1	0.0	8
Cc1ccc(-c2ccc(/C=C(\C#N)C(=O)NCCO)o2)cc1	12	0.0	-0.8	-26
CC1(C)C2CCC1(C(=O)Nc1ccccc1)C(=O)C2=O (configuration not stated)	5	-0.1	0.0	-5
COC(=O)c1ccc(C(Nc2ccccn2)c2ccc3ccc(C)nc3c2O)cc1 (configuration not stated)	2	-0.2	-0.4	17
CC(C)(C)NC(=O)NC(=O)COC(=O)CCS(=O)(=O)c1ccccc1Cl	9	0.5	-0.6	2
N#C/C(=C(/O)c1ccc(Cl)cc1)c1nc2ccccc2c(=O)[nH]1	5	0.2	-1.7	-35
N#C/C(=C/c1ccc(Cl)cc1)c1nc(-c2ccc(Br)cc2)cs1	-10	0.3	0.2	6
N#Cc1c(NC(=O)CN2CCN(c3ccccc3)CC2)sc2c1CCC2	8	-0.1	-0.4	2
CCOC(=O)CC(NS(=O)(=O)c1cc(OC)ccc1OC)c1cccc([N+](=O)[O-])c1 (configuration not stated)	-5	-0.2	-0.5	0
N=C(c1nsnc1N)N(O)C(=O)c1ccc2nsnc2c1	-6	0.0	1.8	-12
COc1cc(C(=O)Oc2ccc3ccc(=O)oc3c2)cc(OC)c1OC	15	0.1	0.5	0
COc1nc(F)c(C)c(OC)n1	-7	-0.1	0.0	8
Cc1ccc(NC(=O)CN2C(=O)CCc3ccccc32)c(Cl)c1	-3	0.0	-0.1	-2
Cc1ccc(NC(=O)C(=O)N/N=C/c2ccccc2O)c(C)c1	20	-0.1	-0.5	9
Cc1ccc(S(=O)(=O)NCC(=O)N2CCOCCOCCOCC2)cc1	1	0.1	0.8	-8
CCN(CC)CCCNC(=O)c1c(O)c2cc(F)cc3c2n(c1=O)C(C)CC3 (configuration not stated)	-17	-0.4	0.2	-3
CN(C(=O)COC(=O)COc1ccccc1F)C1CCS(=O)(=O)C1 (configuration not stated)	-14	0.1	0.3	1
CCCN(CCC)S(=O)(=O)c1ccc(OC)c2ncccc12	-5	0.0	-0.2	-2
C=CCN1C(=O)/C(=C2/C(=O)N(CC=C)c3ccccc32)SC1=S	16	0.0	0.3	1
Fc1ccc(-c2cnc(NCc3ccco3)nc2)cc1	1	-0.1	-1.7	-60
O=C(c1csc2ccccc12)N1CCN(CCc2ccccc2)CC1	0	-0.2	0.0	-6
(more compounds)
SMILES	MITF primary	FBW7 act	GPR151 activ	TEAD-YAP inh
CC(NC(=O)Nc1ccc(Br)cc1Cl)C1CCCO1 (configuration not stated)	-1	0.0	-0.3	-37
COc1ccc2c(C)cc(SCC(=O)Nc3c(C)n(C)n(-c4ccccc4)c3=O)nc2c1	-3	0.0	2.2	7
COc1cccc2c(N3CCN(c4cccc(Cl)c4)CC3)c(C(=O)O)cnc12	6	-0.1	-1.5	10
C/C(=N\NC(=O)c1ccc(Br)cc1)c1cccc(N)c1	-10	-0.1	0.3	-22
COC(=O)Cc1c(C)c2ccc(OCC(=O)C(C)(C)C)cc2oc1=O	7	0.0	-0.3	-1
Cc1c(NC(=O)CCC(=O)NCCO)c(=O)n(-c2ccccc2)n1C	8	-0.2	-0.8	7
O=C(/C=C/c1ccc([N+](=O)[O-])cc1)OCc1cnc(-c2ccccc2)o1	15	0.1	-0.5	6
Cc1ccc(NC(=O)Cc2cccs2)c(C)c1	-1	0.1	0.8	-9
COC(=O)c1cc(NC(=O)c2cc3nc(-c4ccc(C)cc4)cc(C(F)(F)F)n3n2)cc(C(=O)OC)c1	12	-0.1	0.6	0
Nc1cc(=O)[nH]c(SCC(=O)Nc2cc([N+](=O)[O-])ccc2Cl)n1	-4	-0.3	-0.9	9
Cc1cc(C)cc(NC(=O)c2ccc3c(=O)n(-c4ccccc4)c(SCc4cccc(Cl)c4)nc3c2)c1	10	0.4	1.4	4
Cc1nc2c(C)cccn2c1C(=O)N(C)CC(=O)N(C)C	-12	-0.5	1.2	4
Nc1nnc(CCCn2c3ccccc3c(=O)c3ccccc32)s1	-4	-0.1	1.7	-5
O=C(COC(=O)CCSc1ccccc1)NCc1ccccc1Cl	-2	0.1	-1.0	-2
Cc1ccc(C(=O)c2sc3nc4c(cc3c2N)CCCC4)cc1	2	0.0	-0.7	-3
COc1ccc(C(=O)N2N=C(C(C)(C)C)CC2(O)C(F)(F)F)cc1 (configuration not stated)	11	0.1	-0.3	-3
COc1cccc(CNC(=O)c2ccccc2-c2ccccc2C(=O)O)c1	-22	0.2	0.4	3
O=C1NC(=O)C2CC(Br)C(Br)CC12 (configuration not stated)	0	0.0	-1.0	-4
Cc1ccc(NC(=O)CCC(=O)N2N=C(c3ccc(Br)cc3)CC2c2ccc(Br)cc2)cc1 (configuration not stated)	4	-0.1	-0.6	1
COc1ccc(-n2nc3c(c2NC(=O)Cc2ccccc2)CS(=O)(=O)C3)cc1	4	0.5	-2.3	-4
Cc1cccc2nc(CSc3nnc4ccccn34)cn12	6	-0.1	-1.2	-61
CCOC(=O)Cn1ncc2c3sc(C)cc3n(C)c2c1=O	5	0.0	1.4	-41
N#Cc1ccc(OCC(=O)OCC(=O)NC2CCCCCCC2)cc1	3	0.1	-0.6	-8
COc1ccc(/C=C2/N=C(c3cccc([N+](=O)[O-])c3C)OC2=O)cc1OC	-14	0.0	-0.7	-10
O=C(NCc1ccccn1)Nc1cccc(NC(=O)NCc2ccccn2)c1	1	-0.8	2.1	-4
Cc1ccc(Cl)cc1NC(=S)N(Cc1ccccc1)Cc1cccs1	-2	-0.1	-0.3	4
